Screening data from PubChem.
bub3 – NCI yeast anticancer drug screen, S. cerevisiae bub3 mutant strain; % growth inhibition at 50 µM; hit rate 9.9% among 78,000; AID 167;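 note: 0% = growth of vehicle-only cultures of the same strain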
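Inhibition values come from growth of compound-treated mutant yeast normalised to vehicle-treated controls.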
cln2 rad14 – NCI yeast anticancer drug screen, S. cerevisiae cln2 rad14 strain; hit rate 8.3% among 78,000; % growth inhibition at 50 µM;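 note: 0% = growth of vehicle-only cultures of the same strain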
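Yeast strain cln2 rad14, bearing defects in cell cycle control and DNA repair, serves as the test system; values reflect growth inhibition compared with vehicle.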
yeast rad50 – NCI yeast anticancer drug screen, S. cerevisiae rad50 strain; % growth inhibition at 50 µM; hit rate 10% among 79,000;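 note: 0% = growth of vehicle-only cultures of the same strain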
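Yeast carrying a defined DNA repair defect were exposed to test compounds, and growth was compared with vehicle-treated controls to give percent inhibition.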
mec2-1 – NCI yeast anticancer drug screen, S. cerevisiae mec2-1 strain; % growth inhibition at 50 µM; hit rate 9% among 79,000; AID 157;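 note: 0% = growth of vehicle-only cultures of the same strain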
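Compounds were applied to mec2-1 yeast cells. Their growth was then compared with that of vehicle-treated cultures to give growth inhibition.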
mlh1 rad18 – NCI yeast anticancer drug screen, S. cerevisiae mlh1 rad18 strain | hit rate 11% among 79,000 | growth inhibition, % at 50 µM | AID 175;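 note: 0% = growth of vehicle-only cultures of the same strain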
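Cells of a genetically altered yeast strain, deficient in DNA damage repair, were treated with compound. Their growth was then compared with that of vehicle-treated cultures to give inhibition.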
sgs1 mgt1 – NCI yeast anticancer drug screen, S. cerevisiae sgs1 mgt1 strain; growth inhibition, % at 50 µM; hit rate 10% among 78,000;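 note: 0% = growth of vehicle-only cultures of the same strain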
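Test agents were incubated with a DNA-repair-mutant yeast strain. Growth was then read and compared against vehicle-treated controls.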
* = called active by the depositor; & = joins results of further samples. Cut-off read from the data, not from the text of the source: active = growth inhibition above about 70%; inactive = the rest. A portion of the library, so the mix of outcomes need not match the whole.

Field names: A = bub3; B = cln2 rad14; C = yeast rad50; D = mec2-1; E = mlh1 rad18; F = sgs1 mgt1
#1 O=c1ccn(C2CC(O)C(CO)O2)c(=O)[nH]1 (configuration not stated)
  A: -19.6	B: -5.6	C: -18.7	D: -54.0	E: -16.4	F: -51.0
#2 CC12CCC3=C(CCc4cc(O)ccc43)C1CCC2=O (configuration not stated)
  A: -8.0	B: -34.5	C: -4.8	D: 9.8	E: 4.4	F: 5.8
#3 CCCCCCCCCCCC(=O)O (tested in a mixture with another compound)
  A: -32.6	B: -39.9	C: -15.7	D: 7.5	E: -13.5	F: -41.6
#4 CC1CCC(C(C)C)C(OC(=O)c2ccccc2O)C1 (configuration not stated)
  A: 12.0	B: 33.5	C: 16.1	D: 6.9	E: 35.5	F: -11.3
#5 CCOC(=O)c1cccc(N)c1
  A: -12.5	B: -6.3	C: -9.6	D: -22.2	E: -6.8	F: -25.0
#6 COc1c(O)cc2c(c1O)C1OC(CO)C(O)C(O)C1OC2=O (configuration not stated)
  A: -20.8	B: 19.1	C: -4.3	D: -15.4	E: 0.5	F: -3.9
#7 CC(=O)NCCCCCC(=O)O
  A: -2.6	B: 10.7	C: 38.9	D: 2.5	E: 20.7	F: 11.9
#8 CCCCCCCC/C=C\CCCCCCCCN
  A: 91.0*	B: 90.0*	C: 91.2*	D: 92.5*	E: 91.3*	F: 93.0*
#9 CCCNCCC
  A: 4.2	B: -12.4	C: 2.1	D: -5.4	E: 1.6	F: 14.5
#10 NC(=O)CC(N)C(=O)O (configuration not stated)
  A: -13.7&1.5	B: 11.7&-1.0	C: -5.3&-4.4	D: -1.6&-30.1	E: 2.6&0.7	F: -4.4&-10.8
#11 CC(C)(CO)[C@@H](O)C(=O)NCCC(=O)O
  A: -27.0	B: 15.4	C: -27.5	D: -45.9	E: -23.9	F: -10.2
#12 CCCCCCCCO
  A: -20.4	B: 5.5	C: 12.1	D: 17.2	E: -13.2	F: 2.2

Record cards, from the list above. Screens in order: bub3	cln2 rad14	yeast rad50	mec2-1	mlh1 rad18	sgs1 mgt1
`CC1CCC(C(C)C)C(OC(=O)c2ccccc2O)C1` (configuration not stated) is listed with 12.0	33.5	16.1	6.9	35.5	-11.3
`CCCNCCC` is listed with 4.2	-12.4	2.1	-5.4	1.6	14.5
`O=c1ccn(C2CC(O)C(CO)O2)c(=O)[nH]1` (configuration not stated) is listed with -19.6	-5.6	-18.7	-54.0	-16.4	-51.0
`CC(=O)NCCCCCC(=O)O` is listed with -2.6	10.7	38.9	2.5	20.7	11.9
`CC(C)(CO)[C@@H](O)C(=O)NCCC(=O)O` is listed with -27.0	15.4	-27.5	-45.9	-23.9	-10.2
